Screening data (PubChem)
Sm TGR inh: inhibitors of Schistosoma mansoni thioredoxin glutathione reductase | Q962Y6 | purified TGR, DTNB reduction, TNB absorbance 405 nm | Potency, µM (titrated, usually from 114 µM), inactives show at the top dose activity change, negative = inhibition, actives largely listed as inhibitors | 360,000 compounds, 3% hits | AID 485364; also: potency is read from the fitted curve at half-maximal effect; nearly all actives have a fitted effect of over 60% in size
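TGR 20 nM + NADPH 100 uM (dispensed conc.), cpd preinc 15 min RT; start with NADPH (500 uM addition) then DTNB (15 mM addition). Kinetic TNB absorbance, 405 nm filter. Four-parameter Hill fit across titration.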
AMA1 RON2 block: disrupts binding of P. falciparum AMA1 to RON2; AlphaScreen AMA1-biotinylated RON2 peptide binding; Potency, µM (series often up to 58.2 µM), for inactives: at the highest dose activity change, negative = inhibition, most hits filed as inhibitors; 360,000 compounds, 0.2% hits; AID 720542;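 also: potency is read from the fitted curve at half-maximal effect; 0% = vehicle wells and -100% = peptide control; nearly all actives have a fitted effect of over 45% in size; some results filed as inactive show a strong effect at the top dose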
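AMA1 (3D7) with his tag at 25 nM final met compounds first, then biotinylated RON2 peptide at 25 nM; detection used donor plus acceptor beads, 10 µg/mL apiece, read by AlphaScreen after 30 min at room temperature.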
Giardia FBPA inh: inhibitors of Giardia lamblia fructose-1,6-bisphosphate aldolase; purified Giardia FBPA; Potency, µM (doses to about 59.6 µM), without a hit: at the top dose activity, negative = inhibition, most hits filed as inhibitors; 290,000 compounds, 0.71% hits; AID 2451; also: potency is read from the fitted curve at half-maximal effect; nearly all actives have a fitted effect of over 55% in size
Target sequence (A8B2U2 whole entry, looked up): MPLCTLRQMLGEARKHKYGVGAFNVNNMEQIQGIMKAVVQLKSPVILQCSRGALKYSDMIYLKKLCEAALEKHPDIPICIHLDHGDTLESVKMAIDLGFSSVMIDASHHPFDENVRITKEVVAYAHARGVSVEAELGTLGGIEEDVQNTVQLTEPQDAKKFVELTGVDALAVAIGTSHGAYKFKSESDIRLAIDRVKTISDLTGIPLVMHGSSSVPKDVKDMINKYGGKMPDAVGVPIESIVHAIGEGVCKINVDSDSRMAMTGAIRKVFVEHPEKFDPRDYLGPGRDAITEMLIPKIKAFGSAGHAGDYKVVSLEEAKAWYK
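40 nM FBPA preincubated 10 min at RT with compound (up to 57.5 uM final), then substrate plus GAPDH/TPI/NAD/arsenate coupling and diaphorase/resazurin added. Fluorescence read after 20 min at RT, 525/598 nm.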
HCMV inh: blocks human cytomegalovirus replication; HFF cells, HCMV-luciferase reporter, 72 h; stronger effect = lower value; activity change, negative = inhibition, % at 57.5 µM; 410,000 compounds, 4.5% hits; AID 1259415; in the data active = activity change below about -60%; inconclusive = no clear call, values can overlap the other calls; inactive = above about -39%
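Compounds were evaluated in HFFs infected with an HCMV luciferase reporter virus (MOI 1 PFU/cell). Luciferase in lysates collected 72 h post infection served as the replication measure.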
AmpC detergent: blocks E. coli AmpC beta-lactamase in detergent assay. P00811. AmpC hydrolysis of nitrocefin, absorbance 480 nm, 0.01% Triton. Potency, µM (series often up to 114 µM), for the others: at the top dose activity change, negative = inhibition, usual class: inhibitors. 370,000 compounds, 0.041% hits. AID 485294;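 also: potency is read from the fitted curve at half-maximal effect; 0% = no-compound wells and -100% = no-enzyme wells; nearly all actives have a fitted effect of over 25% in size; some results filed as inactive show a strong effect at the top dose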
Target sequence (P00811 whole entry, looked up): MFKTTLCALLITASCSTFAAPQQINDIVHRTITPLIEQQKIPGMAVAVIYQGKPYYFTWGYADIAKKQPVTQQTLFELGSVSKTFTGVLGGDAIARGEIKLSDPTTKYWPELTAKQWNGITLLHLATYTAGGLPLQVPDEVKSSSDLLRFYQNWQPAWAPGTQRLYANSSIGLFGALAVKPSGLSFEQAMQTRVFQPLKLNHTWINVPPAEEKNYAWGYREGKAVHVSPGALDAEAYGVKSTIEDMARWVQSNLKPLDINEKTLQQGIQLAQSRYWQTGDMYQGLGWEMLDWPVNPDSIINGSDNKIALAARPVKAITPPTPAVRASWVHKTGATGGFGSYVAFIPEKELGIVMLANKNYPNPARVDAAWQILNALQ
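AmpC (5.3 nM in the dispensed reagent) in 20 mM phosphate pH 7.0 with 0.01% (detergent screen) or 0.0001% Triton X-100 was preincubated with compounds for 15 min at room temperature. Nitrocefin was then added from an 800 uM solution, and hydrolysis was followed at 480 nm.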
HCV inh: inhibitors of hepatitis C virus infection; Huh7.5.1 HCVcc-Cre infection, luciferase reporter, 44 h; Potency, µM (top dose mostly 41.8 µM), for inactives: at the top dose activity change, negative = inhibition, usual class: inhibitors; 340,000 compounds, 3.4% hits; also: potency is read from the fitted curve at half-maximal effect
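Antiviral activity was scored by luciferase reporter output from cells infected with HCVcc-Cre (~0.5 moi) in presence of compound, 44 h infection period, cells seeded 1,000/well 4 h prior.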
The depositor's hits bear a star; ? = inconclusive; nt = no result given; & = joins results of further samples; [ ] = another dose, or the depositor's remark. Unless noted, calls follow the shape of the dose curve; as a rule, active = well fitted curve in the direction sought with a large enough effect; inconclusive = small, poorly fitted or top-dose-only effect, or another doubt; inactive = no such curve, though single readings can be large; an effect the other way counts as inactive or inconclusive. Unless noted, % is scaled to controls: 0 for no effect and ±100 for the full control effect.

SMILES	Sm TGR inh	AMA1 RON2 block	Giardia FBPA inh	HCMV inh	AmpC detergent	HCV inh
O=C1CN(C(=O)c2ccc(S(=O)(=O)N3CCCC3)cc2)C(c2ccc(F)cc2)c2cc(Br)ccc2N1 (configuration not stated)	0%	nt	nt	-27	8%	nt
Cc1nc2ccccn2c1P(=O)(N1CCCCC1)N1CCCCC1	16%	12%	-4%	nt	0%	13%
COc1ccccc1/C=N/NC(=O)CNC(=O)c1ccc(S(=O)(=O)N(C)C)cc1	8%	0%	0%	11	1%	-1%
N=C(N)c1ccc(O)cc1	11%	5%	-7%	-29	8%	-1%
CCCN(CCC)C(=O)CSc1nc2ccsc2c(=O)n1NC(=O)c1ccccc1	-10%	5%	11%	95	-18%	6%
Cn1c(C(=O)O)c(S(=O)(=O)c2ccc(Cl)cc2)c2ccccc21	8%	10%	3%	-13	-2%	2%
O=C(N/N=C/c1cccnc1)c1ccc(NC(=O)c2ccc(Cl)cc2)cc1	-6%	2%	5%	-18	-3%	?
O=C(CCc1nc(-c2ccccc2F)no1)N1CCC2(CC1)OCCO2	2%	7%	3%	72	?	-8%
COc1ccc(CCc2nnc(N)s2)cc1OC	2%	10%	3%	50	6%	8%
Cc1ccc(S(=O)(=O)NC2(C(F)(F)F)C(=O)Nc3c2c(=O)n(C)c(=O)n3C)cc1 (configuration not stated)	2%	-2%	6%	-15	?	9%
O=c1c2ccccc2nc(-c2ccccc2F)n1-c1ccccc1	0%	-5%	-5%	0	-2%	3%
Cc1[nH]c2ccccc2c1C(=O)C(=O)N1CCN(C(=O)c2ccco2)CC1	?	5%	1%	-32	-4%	-9%
Cc1ccc(Nc2c([N+](=O)[O-])c(=O)oc3ccccc23)cc1C	0%	0%	-2%	0	2%	-25%
COc1ccc(CNC(=O)CCC(=O)c2ccc(C)cc2)cc1OC	-7%	-5%	9%	1	-9%	12%
CCOC(=O)C1=C(C)N(C)C(C)=C(C(=O)OCC)C1c1ccsc1	-3%	-18%	3%	-18	-6%	?

Single entries from the entries so far:
Cc1ccc(Nc2c([N+](=O)[O-])c(=O)oc3ccccc23)cc1C in HCMV inh shows 0
O=c1c2ccccc2nc(-c2ccccc2F)n1-c1ccccc1 in AmpC detergent shows -2%

(cont.)
SMILES	Sm TGR inh	AMA1 RON2 block	Giardia FBPA inh	HCMV inh	AmpC detergent	HCV inh
CN(C)C(=O)COC(=O)c1cccnc1Nc1ccccc1F	1%	-5%	1%	-16	?	-21%
Cc1c(N(C)S(=O)(=O)c2cccc(C(=O)NCC3CCCO3)c2)c(=O)n(-c2ccccc2)n1C (configuration not stated)	-8%	-20%	nt	-11	-2%	18%
CCOC(=O)c1nc(N)c(C(=O)OCC)[nH]1	16%	17%	-30%	-1	4%	-14%
Cc1c(-c2ccccc2)nc(N)c(C#N)c1-c1ccco1	35µM*	-1%	-5%	-2	4%	0%
O=C(CSc1n[nH]c(-c2ccccc2)n1)N1CCOCC1	-2%	-24%	?	22	?	6%
COc1cccc(NC(=O)N(CCN(C)C)C(C)c2cccnc2)c1 (configuration not stated)	7%	-7%	2%	-4	1%	-1%
O=C(c1n[nH]c2ccccc12)N1CCOCC1	-8%	6%	6%	-14	1%	5%
Cc1c(CC(=O)N2C[C@H]3C[C@@H](C2)c2cccc(=O)n2C3)c(=O)oc2cc(O)c(Cl)cc12	0%	4%	-2%	-4	?	8%
CCCCOc1ccccc1C(=O)Nc1nonc1-c1ccccc1	-4%	nt	nt	-99*	-3%	nt
COc1ccc(NC(=O)CSc2nccn2Cc2ccc3c(c2)OCO3)cc1	-1%	nt	nt	3	2%	nt
CCc1ccc2c(c1)C1(C(=O)N2)N2CCCC2C(C(=O)c2ccc3ccccc3c2)C12C(=O)Nc1ccccc12 (configuration not stated)	-2%	-11%	-10%	?	-10%	?
COC(=O)C(C)Sc1ccc2nnc(-c3ccccc3)n2n1 (configuration not stated)	2%	6%	3%	-10	0%	3%
COc1cc2ncc(C(=O)c3ccc(C)cc3)c(N3CCCCC3)c2cc1OC	-7%	nt	nt	-34	13%	nt
CCCCCCN1CC(C(=O)OCC)C(=O)C1=O (configuration not stated)	-2%	-1%	-1%	20	-15%	2%
COc1ccc(Cl)cc1NC(=O)CSc1cn(CC(=O)N2CCCCC2)c2ccccc12	8%	nt	nt	-72*	4%	nt
CCOc1ccc(NC(=O)c2c(NC(=O)Cc3ccccc3)sc3c2CCCC3)cc1	-11%	nt	nt	-27	-2%	nt
Cc1cc(C)c(C(=O)Cn2nc(C(=O)O)c3ccccc3c2=O)cc1C	3%	-10%	3%	0	5%	6%
O=C(CCc1ccccc1)Nc1ccc(NC(=O)c2ccco2)cc1	0%	-11%	-1%	-24	?	13%
Cc1ccc(S(=O)(=O)Nc2ccc3cn[nH]c3c2)cc1	3%	-6%	nt	104	-17%	2%
CN(C)S(=O)(=O)c1cccc(NC(=O)COC(=O)c2cc(-c3cccc(Br)c3)nc3ccccc23)c1	-32%	-2%	1%	-12	2%	5%
O=C1NC(=S)N(c2cccc(Cl)c2)C12CCCCC2	-9%	12%	1%	-6	-16%	8%
COCCNC(=O)C1CCCN(c2ncccn2)C1 (configuration not stated)	-5%	1%	1%	13	-1%	7%
CC(=O)C1=C(O)C(=O)N(c2ccc(C)cc2)C1c1ccccn1 (configuration not stated)	-2%	-12%	-12%	23	0%	20%
CCCn1c(N)c(C(=O)CSc2nnc(C)n2Cc2ccccc2)c(=O)n(C)c1=O	-2%	-4%	0%	-10	-6%	-28%
NC(=O)c1ccsc1NC(=O)c1ccc(N2CCCC2=O)cc1	-11%	-8%	-11%	104	5%	-25%
O=C(NCc1ccc(Cl)cc1)C1C2C=CC3(CN(Cc4cccnc4)C(=O)C13)O2 (configuration not stated)	2%	-1%	-1%	2	0%	nt
Cc1cc(Nc2nnnn2-c2ccccc2)n(-c2ccc(Cl)cc2)n1	10%	-6%	3%	?	-5%	?
CC(=O)Nc1ccc(S(=O)(=O)Nc2cccc(C(=O)Nc3ccccc3C(=O)O)c2)cc1	-3%	-1%	-3%	21	?	4%
O=C(/C=C/c1ccc(Cl)cc1)Nc1ccccc1N1CCOCC1	-14%	1%	3%	-21	-20%	17%
CCCOc1ccc(C(O)C(CN2CCOCC2)c2ccccc2)cc1 (configuration not stated)	3%	-3%	-3%	?	-11%	-3%
CC1CCN(C(C(=O)NC2CCCCC2)c2cc3c(cc2[N+](=O)[O-])OCO3)CC1 (configuration not stated)	-10%	-10%	-28%	54	-19%	9%
COc1ccc(CSCC(=O)NCCC(C)C)cc1	11%	0%	5%	-19	9%	-8%
CCCn1c(CCC(=O)Nc2cc(OC)cc(OC)c2)nc2cccnc21	0%	nt	nt	9	10%	nt
COc1ccc(NC2=CC(c3cccc(OC)c3)N(c3ccc(OC)cc3)C2=O)cc1 (configuration not stated)	-9%	-7%	-3%	-27	-5%	0%
CC(=O)Nc1ccc(S(=O)(=O)NCC2(N3CCOCC3)CCCCC2)cc1	-15%	-12%	nt	-26	0%	5%
Cc1cc(C)nc(SCC(=O)Nc2ccc(Br)cn2)n1	8%	5%	1%	-9	?	?
O=C(/C=C/Nc1ccc(Br)cn1)c1cccc(OC(F)F)c1	-16%	7%	nt	56	4%	?
C=CCSC(=S)Nc1c(C)n(C)n(-c2ccccc2)c1=O	-20%	16%	-10%	-27	?	11%
COc1ccc(C(=O)/C=C2\C(=O)Nc3ccc(Br)cc32)cc1	nt	-23%	nt	18	nt	-42%
CC(C)C[C@H](NC(=O)c1nc[nH]c1C(=O)N[C@@H](CC(C)C)C(=O)OC(C)(C)C)C(=O)OC(C)(C)C	-11%	187%[activator]	-23%	-23	-6%	?
CCOc1ccc(NC(=O)Cn2c(=O)n(CCC(=O)NCCc3ccccc3)c(=O)c3ccccc32)cc1	4%	nt	nt	15	2%	nt
Fc1cccc(CSc2nc3ncccc3[nH]2)c1	18%	-4%	-15%	60	-1%	-19%
O=C(Nc1nccs1)C(c1ccccc1)N1CCCCC1 (configuration not stated)	0%	1%	4%	-19	2%	5%
Cc1nc2ccc(NS(=O)(=O)c3cccc([N+](=O)[O-])c3)cc2s1	nt	-6%	nt	?	nt	11µM*
Cc1ccccc1-c1nn(-c2ccccc2)cc1C(=O)NCC(c1ccco1)N1CCCC1 (configuration not stated)	9%	-10%	nt	-22	1%	12%
CCN1/C(=C/c2cccc[n+]2C)Sc2ccc(OC)cc21	1%	-8%	3%	-94*	-6%	3.5µM*
COc1cccc(C2c3c(-c4cc(Cl)c(C)cc4O)n[nH]c3C(=O)N2Cc2cccnc2)c1 (configuration not stated)	0%	-8%	-4%	6	?	?
CC(=O)Nc1ccc(SC[C@H](c2ccccc2)N2CCN(CCc3ccccc3)CCC2=O)cc1	14µM*	nt	1%	37	-3%	nt
CCC1CN(C(=O)N2CCC(C(=O)NCc3ccccc3C)CC2)c2ccccc2O1 (configuration not stated)	1%&8%	-3%	nt	-12&55	-10%&11%	?
Cc1ccc(NC(=O)Nc2ccc([N+](=O)[O-])cc2)nc1	33%	19%	2%	-70*	1%	-1%
CCn1c(SCc2ccc(C(=O)OC)o2)nc2sc3c(c2c1=O)CCCC3	11%	-9%	-1%	5	-9%	16%
Cc1ccc(C)c(NC(=O)Nc2cc3c(cc2N2CCCCC2)n(C)c(=O)n3C)c1	-16%	nt	nt	-17	9%	nt
CC(C)n1c(=S)[nH]c2ccccc21	5%	22%	-30%	37	5%	10%
CNc1[nH]c(=O)[nH]c(=O)c1N=Nc1cc(Cl)ccc1Cl	nt	-7%	nt	3	nt	-3%
CCOc1ccc(-c2cnc(SCC(N)=O)nc2N)cc1	-2%	2%	2%	18	?	-13%
CCn1ccc2cc(S(=O)(=O)N3CCC(C(=O)NCC(C)c4ccccc4)CC3)ccc21 (configuration not stated)	3%	nt	nt	-4	2%	nt
CC(C)NC(=O)COc1ccc(OCc2ccccc2)cc1	-8%	-2%	0%	?	-4%	2%
Cc1cccc(NC(=O)CSc2ccc(-c3ccccn3)nn2)c1	6%	nt	nt	-105*	-7%	nt
CCOC(=O)c1cc(-c2ccccc2)n(CCC(=O)O)c1C	3%	-5%	1%	114	0%	15%
O=C(NCC(O)c1ccc([N+](=O)[O-])cc1)c1cccc(S(=O)(=O)N2CCCC2)c1 (configuration not stated)	8%	9%	-3%	-9	2%	-25%

Three entries from above, with each value named:
> Cc1c(CC(=O)N2C[C@H]3C[C@@H](C2)c2cccc(=O)n2C3)c(=O)oc2cc(O)c(Cl)cc12
  Sm TGR inh: 0%
  AMA1 RON2 block: 4%
  Giardia FBPA inh: -2%
  HCMV inh: -4
  AmpC detergent: ?
  HCV inh: 8%
> CCCCOc1ccccc1C(=O)Nc1nonc1-c1ccccc1
  Sm TGR inh: -4%
  AMA1 RON2 block: nt
  Giardia FBPA inh: nt
  HCMV inh: -99*
  AmpC detergent: -3%
  HCV inh: nt
> COc1ccc(NC(=O)CSc2nccn2Cc2ccc3c(c2)OCO3)cc1
  Sm TGR inh: -1%
  AMA1 RON2 block: nt
  Giardia FBPA inh: nt
  HCMV inh: 3
  AmpC detergent: 2%
  HCV inh: nt

Not a hit list. About 9.3% of those tested had a hit in this group.
